Compound activity as filed in PubChem BioAssay.
CRFR2-BP ag = agonists of human CRF-binding protein/CRF-R2 receptor complex | HEK293 CRF-R2/CRF-BP, calcium dye fluorescence (FLIPR); percent of saturating CRF peptide response | activation, % at 13.2 µM | 350,000 tested, 0.46% active | AID 588473;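 active = activation of at least 50%, plus an integration ratio under a set limit after plate pattern correction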;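 note: plate controls were neutral control wells without compound for no effect and CRF at EC100 for full effect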
MEKK3 PB1 HTS = modulators (inhibitors or enhancers) of MEK5 binding to human MEKK3 PB1 domain; Q99759; bead-based flow cytometry, Alexa488-MEK5 binding to MEKK3; actives lie on both sides; 0 = blocked by unlabeled MEK5, 100 = vehicle; binding response (% of control), % at 10 µM; 290,000 tested, 1.4% active;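 active = binding response more than 3 SD above or below the average of its plate-row segment, actives on both sides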;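 note: Alexa488 bead fluorescence after subtracting the streptavidin-only scavenger bead signal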
Target sequence (Q99759 whole entry, looked up, the tested form may be a part): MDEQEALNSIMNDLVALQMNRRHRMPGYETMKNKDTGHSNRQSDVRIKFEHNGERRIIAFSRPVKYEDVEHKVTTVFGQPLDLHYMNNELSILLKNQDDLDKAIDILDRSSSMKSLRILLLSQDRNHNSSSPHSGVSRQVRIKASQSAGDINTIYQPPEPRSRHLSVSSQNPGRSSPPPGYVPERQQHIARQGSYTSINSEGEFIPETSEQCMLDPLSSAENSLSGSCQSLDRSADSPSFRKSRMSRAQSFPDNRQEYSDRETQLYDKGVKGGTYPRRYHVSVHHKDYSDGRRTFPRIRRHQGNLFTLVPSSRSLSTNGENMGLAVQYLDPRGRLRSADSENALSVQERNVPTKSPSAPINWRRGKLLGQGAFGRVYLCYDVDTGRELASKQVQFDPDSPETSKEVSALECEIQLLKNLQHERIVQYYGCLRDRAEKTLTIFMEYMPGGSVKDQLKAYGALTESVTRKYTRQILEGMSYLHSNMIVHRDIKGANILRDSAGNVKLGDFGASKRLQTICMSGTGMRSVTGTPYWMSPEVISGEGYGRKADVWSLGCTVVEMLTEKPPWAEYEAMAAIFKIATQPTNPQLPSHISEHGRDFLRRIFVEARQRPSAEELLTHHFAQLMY
GalR3 antagonist = antagonists of human GalR3; inhibition, % at 3 µM; 360,000 tested, 0.44% active; O60755; HEK293 GalR3-CNG cAMP membrane potential fluorescence; galR3 body fused to GalR1 C-terminus;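 active = inhibition above the screen-wide average plus 3 SD, cut at about 13% in these data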;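 note: forskolin and galanin both at EC90 stimulate the cells; cAMP rise reported by CNG channel membrane potential dye signal; 0% = forskolin plus galanin with DMSO and 100% = forskolin alone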
p-CIP stab down = lowers stability of the mouse p/CIP coactivator protein. F442A p/CIP-EGFP cells, EGFP fluorescence, 16 h. AID 1984. 290,000 tested, 0.01% active. decrease of EGFP signal, % at 10 µM. Q05BA5;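 active = EGFP signal decrease of at least 30% at 10 µM or well 3 SD below plate mean, unless failing retest; inactive = the rest, including hits failing retest or dose response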; note: some compounds called inactive have numbers as strong as hits; many of its hits are not listed in these tables
M4 PAM = positive allosteric modulators of human muscarinic M4 receptor; P08173; CHO-K1 hM4/Gqi5, Fluo-8 calcium fluorescence, ACh EC20; 0% = ACh EC20, 100% = maximal ACh; activation, % at 3 µM; 360,000 tested, 0.4% active;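 active = activation above its plate's cutoff, the mean activation of sample wells plus 3 SD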; note: some results filed as inactive read as strong as hits
CRFR2-BP antag = blocks CRF-induced signaling of the CRF-BP/CRF-R2 complex; 350,000 tested, 0.59% active; AID 588475; inhibition, % at 11.8 µM; HEK293 CRF-R2/CRF-BP, CRF-induced calcium fluorescence;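 active = inhibition of the ligand-induced calcium signal above about 50% at the single tested concentration, limit read from the data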
PHOSPHO1 inh = inhibitors of human PHOSPHO1 phosphatase; recombinant PHOSPHO1, absorbance phosphatase assay; Q8TCT1; AID 1565; 290,000 tested, 1.1% active; inhibition, % at 13.3 µM; in the data active = inhibition above about 60%
Target sequence (Q8TCT1 whole entry, looked up): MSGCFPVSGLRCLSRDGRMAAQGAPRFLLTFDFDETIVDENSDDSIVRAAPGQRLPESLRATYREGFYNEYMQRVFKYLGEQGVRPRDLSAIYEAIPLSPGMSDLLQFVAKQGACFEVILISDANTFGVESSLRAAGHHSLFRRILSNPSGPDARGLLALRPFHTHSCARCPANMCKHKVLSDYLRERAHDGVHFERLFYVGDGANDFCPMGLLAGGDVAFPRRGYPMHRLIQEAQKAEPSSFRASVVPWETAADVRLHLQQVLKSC
IDE act = boosts human insulin-degrading enzyme activity in HEK cells. AID 493087. activation, % at 5.96 µM. P14735. 340,000 tested, 0.073% active. FAbeta-B cleavage, fluorescence polarization; 0% vehicle, 100% cell-free pure enzyme wells;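 active = activation above the mean of all tested compounds plus 3 SD, set per screening campaign, cut at about 17% in these data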
IDE cell inh = inhibits human insulin-degrading enzyme in HEK cells; P14735; inhibition, % at 5.59 µM; FAbetaB cleavage, fluorescence polarization; 320,000 tested, 0.41% active;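 active = percent inhibition above the average of all tested compounds plus 3 SD, set per screening campaign, cut at about 16% in these data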;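 note: IDE supplied by intact live HEK cells; FP after avidin binding of uncleaved biotin substrate so inhibition keeps polarization high; 0% = DMSO wells and 100% = 60 µM reference IDE inhibitor Ii1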
* marks the source's active call; other numbers are inactive results; . = no result given; [ ] = another dose, or the depositor's remark.

SMILES | CRFR2-BP ag | MEKK3 PB1 HTS | GalR3 antagonist | p-CIP stab down | M4 PAM | CRFR2-BP antag | PHOSPHO1 inh | IDE act | IDE cell inh
COc1cc(C2NC(=S)NC(C)=C2C(=O)c2ccccc2)ccc1O (stereo unspecified) | 2.4 | 94 | -1 | 2 | -3 | -25 | -9 | -1 | 5
C/C(CC(=O)Nc1cc(C)cc(C)c1)=N\NC(=O)c1ccccn1 | 1.8 | 118 | 3 | 3 | 4 | -2 | -8 | 2 | 8
NC(=O)c1cc[n+](Cc2ccccc2Cl)cc1 | 0.0 | 92 | -3 | -12 | -4 | 4 | 24 | 2 | 2
COc1ccccc1NC(=O)c1ccc(NC(=O)COC(=O)C(C)C)cc1 | -1.8 | 94 | -9 | 1 | -3 | -4 | -14 | -2 | -1
O=c1c2ccccc2nc2n1CC/C2=C/N1CCN(c2cccc(C(F)(F)F)c2)CC1 | 8.5 | 95 | . | -17 | -5 | -45 | 39 | 3 | 4
Cn1cc(/C(Cc2ccccc2)=N\O)c2ccccc21 | -2.7 | 98 | -2 | -5 | -9 | -21 | -38 | 4 | 1
Nc1c(C(=O)NCCN2CCOCC2)c2nc3ccccc3nc2n1CCc1ccccc1 | -0.8 | 87 | -3 | -13 | -6 | -10 | 6 | -16 | 13
COc1cccc(CNC(=O)C2CCN(S(=O)(=O)c3ccc4c(c3)NC(=O)CO4)CC2)c1 | 0.2 | 102 | 1 | -10 | 6 | 1 | 7 | 7 | 6
N#Cc1ccc(OCC(=O)OCC(=O)Nc2cc(C(F)(F)F)ccc2N2CCOCC2)cc1 | 1.0 | 120 | -8 | 5 | -1 | 10 | -11 | 1 | -2
O=c1oc2ccccc2c2c1nnn2CCO | 2.0 | 95 | -3 | 7 | 6 | 12 | 33 | 4 | -3
Cc1cccc(Oc2c(C=O)c3ccccc3n2C)c1 | -1.3 | 92 | 0 | -6 | -2 | 30 | 28 | 3 | 4
O=C(CNS(=O)(=O)c1ccc(Br)cc1)NC1CCCC1 | 2.7 | 101 | -4 | -10 | 2 | -7 | 41 | 0 | 0
COc1ccc(Cn2nnc(C(=O)Nc3ccc4c(c3)OCCO4)c2N)cc1Br | 0.5 | 101 | 0 | -6 | 5 | -14 | 38 | 6 | -7
Cc1cccc(N2CC(C(=O)Nc3nnc(SCc4cccnc4)s3)CC2=O)c1 (stereo unspecified) | 0.0 | 98 | -1 | -12 | 5 | -13 | 29 | -1 | 2
CCC(C)NC(=O)c1ccc(CSc2nc3ccncc3n2Cc2ccc(F)cc2)cc1 (stereo unspecified) | -1.6 | 91 | . | 12 | 2 | -16 | -21 | 2 | 2
Oc1cnc2ccccc2c1CN1CCOCC1 | 0.6 | 107 | 5 | -24 | 7 | -13 | 6 | 3 | 2
CN(C)c1ccc(C(C(=O)NCC2CCCO2)N(C(=O)c2snc(C(N)=O)c2N)c2ccccc2)cc1 (stereo unspecified) | -0.5 | 101 | -10 | -6 | -5 | 7 | 45 | 3 | -1
O=C(O)CCSc1nc2ccccc2s1 | 0.0 | 86 | -6 | -4 | 15 | 14 | 23 | 3 | 3
Cc1ccc(S(=O)(=O)N[C@H](C(=O)N2CCC(C(=O)N[C@@H](CCC(N)=O)C(=O)O)CC2)C(C)C)cc1 | 2.7 | 104 | -5 | 0 | -3 | -4 | 29 | 1 | 3
COc1cc(/C=N/NC(=O)CCN2CCN(C(c3ccccc3)c3ccccc3)CC2)ccc1O | 0.6 | 92 | -7 | -6 | -14 | -23 | -15 | -3 | 0
c1ccc(-n2ncc3c(NCC4CCCO4)ncnc32)cc1 (stereo unspecified) | 1.7 | 88 | -4 | -6 | -4 | -2 | -5 | 3 | 1
COc1cc(C2C(C#N)=C(N)N(N(C)C)C3=C2C(=O)CCC3)ccc1O (stereo unspecified) | 5.3 | 102 | -9 | -14 | 0 | -2 | 20 | 5 | .
Cc1cc(Br)c(NC(=O)COC(=O)C2CC2C)c(Br)c1 (stereo unspecified) | -1.4 | 91 | -5 | -13 | 3 | 13 | 6 | 0 | -4
Cc1ccc(-c2ccc(=O)n(Cc3ccc(F)cc3)n2)cc1 | -4.5 | 102 | -12 | 6 | -3 | 0 | 6 | 1 | 1
CNc1ccccc1C(=O)OCC(=O)c1ccc(F)cc1 | -0.1 | 101 | -7 | -6 | 5 | -1 | 2 | 3 | -5
(next part)
SMILES | CRFR2-BP ag | MEKK3 PB1 HTS | GalR3 antagonist | p-CIP stab down | M4 PAM | CRFR2-BP antag | PHOSPHO1 inh | IDE act | IDE cell inh
Cc1cn([C@H]2C[C@H](O)[C@@H](CNC(=O)[C@@H]3C[C@H](F)CN3)O2)c(=O)[nH]c1=O | -0.1 | . | 1 | . | 1 | -14 | . | . | .
CCc1ccc(Nc2nnc(SCC(=O)Nc3sccc3C(N)=O)s2)cc1 | 0.7 | 86 | 0 | -3 | -18 | -8 | 15 | -2 | 1
COc1ccc(/C=C(/NC(=O)c2ccc(C)cc2)c2nc3ccccc3[nH]2)cc1OC | -4.2 | 96 | -2 | -2 | 20 | -5 | 42 | -4 | 0
COc1ccc([C@@H]2[C@@H]3C(=O)N(C(C)(C)C)C(=O)[C@@H]3[C@]3(Cc4ccccc4)C(=O)N(c4ccc(C)cc4)C(=O)N23)cc1 | 0.5 | . | -5 | . | 0 | -15 | . | 4 | 0
O=c1[nH]c2cc([N+](=O)[O-])ccc2c2ccccc12 | -1.4 | . | -4 | . | 1 | -3 | . | 1 | .
CN(CC(=O)O/N=C(\N)c1ccccn1)S(=O)(=O)c1ccc(Br)cc1 | 0.7 | 100 | -5 | 0 | 7 | 9 | 12 | -1 | 7
COc1cc([N+](=O)[O-])ccc1NC(=O)Cn1ccsc1=N | -1.3 | 103 | -1 | -1 | -7 | 13 | -6 | -1 | 5
Cc1cc(-c2cc(C(=O)NCc3ccccc3)on2)nc(NCC2CC2)n1 | 1.7 | 108 | -3 | -5 | -1 | -17 | 26 | 2 | -2
Cc1ccc(N(C(=O)c2csnn2)C(C(=O)NC2CCCC2)c2ccccn2)c(C)c1 (stereo unspecified) | 0.2 | 99 | -8 | 5 | 6 | -1 | 30 | 1 | 4
COc1ccc(CNC(=O)C2CC(c3cccc(OC)c3)=NO2)cc1 (stereo unspecified) | -8.3 | 82*[inhibitor] | -5 | -11 | 7 | -9 | 10 | -3 | 10
O=C(Nc1nc(-c2ccc(-c3ccccc3)cc2)cs1)c1cc([N+](=O)[O-])ccc1N1CCOCC1 | 1.1 | 104 | 7 | 5 | -12 | 3 | -6 | 6 | -1
O=S1(=O)CCN(OCc2ccc(F)cc2Cl)CC1 | 1.6 | 96 | -2 | -3 | -1 | 19 | 24 | 3 | 4
COc1ccccc1OCc1ccc(C(=O)NCCN(C)C)o1 | -0.5 | 92 | -3 | 2 | -1 | 8 | 9 | 1 | 0
O=C(COC(=O)c1ccc2ccccc2n1)Nc1ccccc1F | -2.7 | . | -4 | . | 0 | 0 | . | 1 | 2
CCc1cccc(CC)c1NC(=O)c1ccc(-n2cncn2)nc1 | -4.1 | 101 | -6 | -11 | 10 | -2 | 37 | -1 | 1
O=C(CN(Cc1ccccc1)S(=O)(=O)c1ccc(Br)cc1)N/N=C/c1ccccc1C(=O)O | 0.2 | 102 | -4 | -4 | 7 | -5 | -15 | -1 | 9
O=C(c1cc(-c2cccs2)on1)N1CCCc2ccccc21 | -0.1 | 106 | 2 | 11 | 3 | -12 | -2 | 4 | 2
COc1ccc(OC)c(CN2CCN(C(=O)c3ccco3)CC2)c1 | 1.8 | 103 | -3 | 6 | -2 | -7 | 24 | 3 | 4
CC(=O)NC1(c2ccccc2)CCN(c2cc(C)nc(-c3ccccc3)n2)CC1 | 0.9 | 100 | -7 | -7 | 3 | -19 | 49 | 3 | -6
COCC(=O)Nc1cc(=O)n(C)c(=O)n1C | 1.9 | 108 | 1 | -2 | 9 | 3 | 13 | 4 | 1
COc1ccc(NC(=O)c2cc3cc(OC)ccc3oc2=O)cc1 | -0.4 | . | -5 | . | 3 | -1 | . | -3 | 0
CC1=C(C(=O)OCc2ccc(C)cc2)C(c2ccc(O)c([N+](=O)[O-])c2)NC(=O)N1 (stereo unspecified) | -0.8 | 96 | -5 | 6 | 5 | 1 | 41 | 0 | 0
Cc1ccc(NC(=O)CC2NCCNC2=O)cc1 (stereo unspecified) | 0.1 | 106 | -2 | -3 | 2 | 38 | 11 | 0 | -2
CN1CCN(NC(=S)Nc2ccccc2)CC1 | -0.5 | 108 | -1 | -4 | 1 | -5 | -1 | . | 3
Cc1ccccc1NC(=O)c1ccc(Nc2c([N+](=O)[O-])cc([N+](=O)[O-])c3ccccc23)cc1 | -0.1 | 94 | -3 | -4 | 0 | 8 | 3 | -2 | -1
Later entries:
SMILES | CRFR2-BP ag | MEKK3 PB1 HTS | GalR3 antagonist | p-CIP stab down | M4 PAM | CRFR2-BP antag | PHOSPHO1 inh | IDE act | IDE cell inh
CN(Cc1ccccc1)C(=O)COC(=O)c1ccc(=O)n(Cc2ccccc2)n1 | 0.0 | . | -3 | . | 4 | -3 | . | -6 | -5
Cc1cc(C)n2nc(C(=O)NCc3ccccc3)cc2n1 | -0.4 | 105 | -3 | -4 | 0 | -2 | 59 | 10 | -2
O=c1c2c(-c3ccccc3)csc2ncn1/N=C/c1cccc([N+](=O)[O-])c1O | 37 | 103 | -8 | 4 | -2 | 15 | -4 | 5 | -14
CC(C)(C)Cc1nc2ccccc2n1CCc1ccccc1 | -0.3 | 115 | -4 | -2 | 0 | -12 | 11 | 1 | 0
Cc1ccc(S(=O)(=O)Nc2cccc3c2CCCC3)cc1 | -0.1 | 107 | -3 | 1 | -4 | 4 | -3 | 2 | 2
O=C(NCc1ccccn1)C(=O)NN=C1CCCCCCC1 | -1.5 | 98 | 1 | 14 | -1 | -30 | 2 | 1 | -2
CC(/C=C/c1ccco1)=N\NC(=O)CNc1ccc2ccccc2c1 | 0.5 | 89 | -5 | -9 | -5 | 4 | 20 | -3 | 1
S=C1NCCOCCOCCOCCOCCN1 | -0.4 | 98 | 5 | 2 | 0 | -6 | 10 | 1 | 8
COc1cccc(/C=N/n2c(-c3ccco3)nc3ccccc3c2=O)c1OC | -1.4 | 95 | -3 | 5 | -3 | -8 | 24 | 7 | 0
Cc1ccc(/C=[N+](\[O-])c2ccc(N(C)C)cc2)c2nsnc12 | 2.2 | 92 | -3 | -1 | -4 | -9 | 11 | 5 | .
NC(=O)c1ccccc1N/C=C/C(=O)c1ccc(Cl)cc1Cl | -0.1 | . | -6 | -14 | 5 | 20 | 48 | -3 | .
CN(C)S(=O)(=O)c1ccc(C(=O)N2CCCC2c2nc3ccccc3s2)cc1 (stereo unspecified) | -2.0 | 94 | -2 | -2 | -4 | 6 | -14 | -6 | 0
Cc1cc(NC(=O)C2CCN(S(=O)(=O)Cc3ccccc3)CC2)ccc1-n1cnnn1 | 25 | 99 | -4 | 11 | -5 | -23 | -18 | 0 | 0
CCCOC(=O)c1ccc(Cl)c(NC(=O)c2ccc(-c3ccccc3)cc2)c1 | 4.2 | 101 | -7 | -2 | 3 | -14 | 49 | -4 | 1
COc1ccc2cc(CN(CCCN3CCOCC3)Cc3nnnn3C3CCCCC3)c(=O)[nH]c2c1 | 14 | 102 | -11 | 4 | 8 | 2 | -11 | -8 | 8
COc1cccc(-c2cc(C(=O)N3CCCCCC3)no2)c1 | 3.1 | 100 | . | -1 | 3 | -39 | -14 | 11 | 5
CCOc1ccc(S(=O)(=O)N(CC)CC(=O)NCc2cccnc2)cc1C | 1.2 | 100 | -2 | -15 | -8 | 6 | 23 | 2 | 0
